Salmonella PhoP GFP – PhoP regulon inhibitors, Salmonella typhi PhoP promoter GFP reporter, confirmatory (AID 1850) | Salmonella Typhi PhoP-promoter GFP reporter, fluorescence, 4 h; higher % means a stronger effect | inhibition, % at 50 µM; hits with a dose series show IC50 in µM | 310,000 compounds, 0.33% hits; in the data active = a potency from the dose series;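 also: 0% = induced wells with vehicle and 100% = uninduced wells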
VEEV TC-83 Vero – inhibitors of VEEV TC-83 cytopathic effect, confirmation, Vero cells (AID 588727). Vero cells, VEEV TC-83 cytopathic effect inhibition; higher % means a stronger effect. inhibition, % at 20 µM, or IC50 in µM where a hit was titrated. 350,000 compounds, 0.13% hits; in the data active = a potency from the dose series; also: strong numbers were not always called active
M. tuberculosis – growth inhibition of non-replicating M. tuberculosis (AID 488890); Mycobacterium tuberculosis non-replicating, growth inhibition; higher % means a stronger effect; inhibition, % at 25 µM, or IC50 in µM where a hit was titrated; 320,000 compounds, 0.39% hits; in the data active = a potency from the dose series;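 also: plate controls were DMSO cells for no effect and high antibiotic wells for full effect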
M. tuberculosis HTS – M. tuberculosis growth inhibition, HTS (AID 449762); one-dose inhibition, % at 25 µM; IC50 in µM for titrated hits; M. tuberculosis H37Rv growth inhibition, 7H9 media; higher % means a stronger effect; 330,000 compounds, 0.59% hits; in the data active = a potency from the dose series;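 also: bacterial growth assessed after seven days of incubation; strong numbers were not always called active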
influenza NS1A – NS1A inhibition, H1N1 influenza, cell based functional assay (AID 504329); NS1A functional cell-based assay, percent inhibition; higher % means a stronger effect; 340,000 compounds, 0.3% hits; one-dose inhibition, % at 12.5 µM; IC50 in µM for titrated hits; in the data active = a potency from the dose series; also: strong numbers were not always called active
VEEV TC-83 Vero 10K pilot screen – recorded beside VEEV TC-83 Vero, whose call it bears; inhibition, %; measured here: 10K pilot screen inhibition
Active calls of the source: *; i = inactive; nt = no result given.

SMILES | Salmonella PhoP GFP | VEEV TC-83 Vero | M. tuberculosis | M. tuberculosis HTS | influenza NS1A | others
O=C(CCc1ccc(S(=O)(=O)NCc2ccccc2)cc1)NCc1ccco1 | -7.9% | i | 15.8% | 2.5% | 2.8%
CN(C)C(=O)c1ccc(=O)n(Cc2ccc(Cl)cc2Cl)c1 | 6.6% | i | -4.8% | 5.7% | -2.8%
Nc1c(C(=O)NCc2ccco2)nnn1Cc1ccccc1 | -5.6% | 0.6% | 3.7% | -2.3% | -2.6%
CCOC(=O)N1CCC2(CC1)C(C#N)=C(N)OC1=C2C(=O)CC(C)(C)C1 | -3.4% | i | 1.7% | 3.2% | -23.9%
Cc1ccnc(NC(=O)Nc2cccc(F)c2)c1 | -6.3% | 2.3% | 10.1% | -6.7% | -2.2%
CCCc1c(O)nc(SC2CC(=O)N(c3ccc(C)c(Cl)c3)C2=O)[nH]c1=O (stereo not given) | -0.8% | 0.6% | -2.4% | 0.7% | nt
Cc1ccc(CNC(=O)C(OC(=O)c2cccs2)C(C)C)cc1 (stereo not given) | 8.5% | 1.6% | -2.6% | 9.1% | -3.5%
COc1ccc(NC(=O)CSc2nnc(CNC(=O)c3ccco3)n2-c2ccccc2OC)cc1 | -7.1% | 1.5% | 15.3% | -8.7% | 3.1%
CCc1ccc(NC(=O)N(CCOC)C2CCN(C(C)=O)CC2)cc1 | 4.7% | i | nt | nt | 19.6%
O=[N+]([O-])c1ccc2[nH]ncc2c1 | -1.4% | 0.4% | 73.3% | 0.3% | 3.7%
COc1ccc(C(C(=O)NC2CCCC2)N(C(=O)c2snc(C(N)=O)c2N)c2ccccc2OC)cc1OC (stereo not given) | -4.6% | 0.1% | 5.3% | 3.4% | -10.2%
CC1CCN(C(=O)COC(=O)c2cc(=O)[nH]c3ccccc23)CC1 | nt | 1.1% | 4.4% | -7.2% | -5.5%
CCCCCSc1nc2c(c(=O)[nH]c(=O)n2C)n1C(C)C | -2.7% | 1.9% | -0.8% | 0.9% | 26.9%
CC1(C)Cc2c(ccc3ccccc23)C2=C(C(=O)N3CCCC3)C(=O)C(=O)N21 | nt | i | nt | nt | -5.5%
COc1ccc(F)cc1S(=O)(=O)NCC1CCCO1 (stereo not given) | 7.4% | 0.7% | 7.7% | 3.4% | -4.7%
O=C(c1ccccc1)c1cccn1CC(=O)N1CCN(c2ccccc2)CC1 | 3.0% | 3.5% | -9.4% | -4.5% | -4.2%
Cn1c(COc2nnc(-c3ccc(Cl)cc3)c3ccccc23)nc2ccccc21 | -0.7% | 0.1% | -6.9% | -4.3% | -5.4%
CCN(CC)CCCNC(=S)N1CCN(c2nc3ccccc3n2CC)CC1 | -6.9% | i | 1.2% | 4.1% | 5.0%
CCC(C)(C)n1nnnc1C(c1ccc(C)cc1)N1CCSCC1 (stereo not given) | 2.7% | 1.4% | 54.3% | -6.9% | 3.2%
CCN1CCN(C(=O)c2cc(S(=O)(=O)N3CCCCC3)ccc2Cl)CC1 | -7.4% | 3.0% | -22.9% | -4.9% | -2.1%
Cn1c(=O)cc(OCC(=O)N2CCC3(CC2)OCCO3)c2ccccc21 | 11.6% | 3.2% | -8.1% | -3.0% | -15.6%
COc1ccc(OC)c(S(=O)(=O)N2CCCCC2C(=O)N2CCN(c3ccccn3)CC2)c1 (stereo not given) | -3.1% | 1.2% | 16.8% | 5.1% | -6.5%
CCC(=O)N/N=C(\C)CC(=O)Nc1cccc([N+](=O)[O-])c1 | -2.7% | i | -5.2% | 15.2% | 0.4%
C/C(=N\NC(=O)COc1ccccc1)c1ccc(O)cc1 | -13.3% | i | 12.5% | 18.5% | -7.5%
CCOC(=O)C(=O)c1c(-c2ccccc2)nc2ccccn12 | 3.3% | i | 0.3% | 2.7% | -5.3%

New compounds follow
SMILES | Salmonella PhoP GFP | VEEV TC-83 Vero | M. tuberculosis | M. tuberculosis HTS | influenza NS1A | others
CCc1cc2c(=O)c(-c3cnn(-c4ccccc4)c3)c(C)oc2cc1OCC(=O)Nc1cccc(C)c1 | -5.2% | i | 2.2% | 3.6% | -5.7%
O=C1c2ccccc2CCc2ccc(Br)cc21 | nt | 0.3% | 6.2% | -9.1% | -0.3%
O=C(c1ccco1)N1CCN(C(=O)c2cc(-c3ccncc3)nc3ccc(Br)cc23)CC1 | 2.6% | 6.6% | 13.3% | 3.4% | 1.4%
O=S1(=O)N[C@@H](Cc2ccccc2)COc2cc(Br)ccc21 | nt | 2.5% | nt | nt | -15.1%
COCCN(C(=O)CSc1nc2ccccc2c(=O)n1C(C)COC)c1c(N)n(Cc2ccccc2)c(=O)[nH]c1=O (stereo not given) | -1.5% | 1.9% | 1.9% | -9.8% | -2.9% | VEEV TC-83 Vero 10K pilot screen=0.1
COc1ccc(C2C3=C(CCCC3=O)N(CC(=O)O)C3=C2C(=O)CCC3)cc1Cl | 2.0% | i | 0.5% | -3.5% | 0.9%
COc1ccccc1CNC(=O)CN1C(=O)N(C)C2(CCCCC2)C1=O | nt | i | 19.3% | -10.9% | -0.7%
CC(C)C[C@H](NC(=O)N1CCn2c1nc1ccccc12)C(=O)N[C@@H](Cc1ccccc1)C(=O)O | 5.6% | 2.0% | -1.5% | -6.3% | -8.0%
Cn1nc(C(=O)NCc2ccccc2Cl)c2c1-c1ccccc1S(=O)(=O)C2 | 1.9% | 3.0% | -4.8% | -4.0% | 2.7%
COc1ccc(C(=O)Nc2ccc(C3CC3(Cl)Cl)cc2)cc1 (stereo not given) | 8.9% | 1.0% | 7.2% | 10.2% | 5.7%
O=C(O)CCCCCN1C(=O)/C(=C/c2cn(-c3ccccc3)nc2-c2cccs2)SC1=S | nt | 8.9% | nt | nt | 0.3%
Cc1nc2c(ncn2-c2ccccc2)c(=O)n1NC(=O)CN1CCN(C)CC1 | 5.4% | 0.5% | -4.8% | -8.4% | -16.2%
COc1cccc2c(=O)cc(C)n(CC(=O)Nc3ccc(Br)cc3)c12 | -20.1% | i | 2.3% | -0.6% | -2.1%
CCOC(=O)/C(C#N)=C/c1c(N2CCN(CC)CC2)nc2c(C)cccn2c1=O | -2.3% | 0.6% | -18.5% | -5.2% | 13.7%
CCOCCCNC(=O)C1CC(=O)N(CCc2ccccc2)C1 (stereo not given) | -0.2% | 1.8% | 1.8% | 4.2% | -9.5%
C=CCn1c(SCc2ccc(C(=O)OC)cc2)nnc1-c1sc(N)nc1C | -1.3% | 0.7% | 4.4% | -6.6% | -0.9%
CCN(CC)CCNc1cc(C)c(C#N)c2nc3ccccc3n12 | -1.7% | 0.3% | 1.2% | 8.8% | 5.6%
O=C(CSc1ccc2c(c1)OCCO2)NCc1ccccc1 | 6.6% | 1.2% | 57.1% | 4.2% | -8.0%
O=C(c1cnccn1)N1CCN(S(=O)(=O)c2ccc3ccccc3c2)CC1 | -1.0% | 0.5% | 1.9% | 0.2% | -12.8%
Cc1ccccc1NC(=O)Cn1nnc(-c2ccc(CN3CCC(C)CC3)cc2)n1 | 9.0% | 1.9% | 15.6% | 3.2% | 1.4%
C=CCn1c(=O)c2ccc(C(=O)NCc3ccccc3)cc2n(Cc2ccccc2Cl)c1=O | -9.9% | i | 38.2% | 9.7% | 0.3%
Cc1cc(C)cc(NC(=O)C(Sc2nnc(C)c(=O)[nH]2)c2ccccc2)c1 (stereo not given) | 29.3% | 1.4% | -1.5% | -4.6% | 2.1%
CCc1nn(C(C)C(=O)NC2CCCCCC2)c(=O)c2cc3occc3n12 (stereo not given) | -0.9% | i | 17.5% | 1.8% | -11.9%
C/C(=N\NC(=O)CCc1ccccc1)C1C(=O)c2ccccc2C1=O | 9.0% | 8.8% | 0.25µM* | 6.8% | 8.3%
COc1ccc(CCNC(=O)C2CCN(S(=O)(=O)c3ccc(OC)cc3)CC2)cc1 | -3.5% | 0.2% | -13.7% | 5.2% | -8.7%

Later entries:
SMILES | Salmonella PhoP GFP | VEEV TC-83 Vero | M. tuberculosis | M. tuberculosis HTS | influenza NS1A | others
O=C(Nc1ccccc1F)c1cc(S(=O)(=O)N2CCCCC2)cs1 | -0.8% | 2.0% | 18.9% | -6.8% | 2.7%
CCN(CC)CCN1C(=O)c2ccccc2NC1c1cccc(F)c1 (stereo not given) | -10.7% | i | 5.3% | 17.0% | 15.3%
OCCNCCc1c[nH]c2ccc(OCc3ccccc3)cc12 | 3.9% | i | 27.6% | -3.6% | 19.1%
Cn1ncc2c(NNC(=O)C3CCCCC3)ncnc21 | 9.5% | 0.2% | -0.4% | -3.4% | -1.0%
O=C(O)CC(C(=O)Nc1ccc(Cl)cc1Cl)C1CCCO1 (stereo not given) | 0.8% | 0.5% | 7.6% | 3.1% | -19.5%
CCOc1ccc(-c2ccc(SCC(=O)N3CCN(c4ccccc4)CC3)nn2)cc1 | -14.9% | nt | 10.6% | -10.1% | nt
CC1CCN(CCCCOc2ccc([N+](=O)[O-])cc2)CC1 | 3.8% | i | 2.5% | -12.3% | -3.2%
CC1=C(C(=O)OCC(C)C)C(c2cccc(F)c2)N2C(=O)C(C)SC2=N1 (stereo not given) | -9.2% | 1.4% | 0.4% | 4.0% | -13.4%
O=C(CSc1nccc(=O)[nH]1)Nc1ccc(N2CCOCC2)c(Cl)c1 | 3.4% | 1.2% | -6.4% | -5.1% | 4.9%
CCOC(=O)C1CCCN(c2c(Nc3cccc(C)c3)c(=O)c2=O)C1 (stereo not given) | 1.2% | 1.2% | nt | -8.3% | 6.0%
O=[N+]([O-])c1nn(-c2ccc3c(c2)OCCO3)n(O)c1=NC1CCN(Cc2ccccc2)CC1 | 3.0% | 2.2% | 6.7% | -1.1% | 2.3%
COc1cc(C)c(CN2CCN(S(=O)(=O)c3ccc(Cl)s3)CC2)cc1OC | nt | 4.5% | 29.7% | -10.2% | -0.1%
CCCc1nnc(SCC(=O)N2CCCCC2C)n1CCCOC (stereo not given) | -3.5% | 1.1% | -11.7% | 2.2% | -9.0%
C/C(=N\OCC(=O)N/N=C/c1ccccc1O)c1cccs1 | 3.3% | 8.7% | 78.2% | -0.9% | 7.3%
C=C(C)COc1ccc(-c2nc(N)ncc2-c2ccccc2OC)c(O)c1 | 6.0% | 2.9% | 22.5% | 8.7% | 7.4%
Cc1ccc(NC(=O)c2ccc(=O)n(CC(=O)Nc3c(C)cc(C)cc3C)n2)cc1 | -8.0% | 0.6% | -6.5% | 12.7% | 5.2%
Cc1cc(C)c2c(CC(=O)N3CCCC3)coc2c1 | -4.9% | i | 14.5% | 3.0% | -0.7%
COc1cc(/C=C/C(=O)OCC(=O)NCc2ccco2)cc(OC)c1OC | -4.5% | 0.5% | 16.5% | 7.0% | 6.1%
CCNC(=O)NC(=O)C(C)Sc1nc2ccccc2n1CC(C)C (stereo not given) | -1.0% | 6.5% | 11.8% | 2.8% | 3.4%
CC(=O)N1CCN(C(=O)CC2OC(=O)c3ccccc32)CC1 (stereo not given) | 1.4% | 2.6% | i | -3.0% | -17.3%
O=C(Nc1nc2ccc(S(=O)(=O)N3CCCCC3)cc2s1)C1CCCO1 (stereo not given) | -7.4% | 0.9% | 14.2% | 2.0% | -1.8%
COc1cccc2sc(NNC(=O)C3COc4ccccc4O3)nc12 (stereo not given) | -7.9% | 0.6% | 31.0% | 42.9% | -18.0%
Cc1c(Br)c([N+](=O)[O-])nn1CC(=O)N1CCc2ccccc21 | 10.9% | 0.5% | -9.4% | 2.1% | -12.8%
O=C1[C@H]2[C@@H](/C=C/c3ccccc3)N3C(=O)CN(CCO)C(=O)[C@@]3(Cc3ccccc3)[C@H]2C(=O)N1c1ccccc1 | -0.2% | i | -15.8% | 2.2% | 15.9%
COc1ccc(/C(C)=N/N2C(=O)c3ccccc3NC2c2ccc(O)c(OC)c2)cc1 (stereo not given) | -1.9% | 6.4% | 10.2% | 14.6% | -2.4%
Cc1ccc(SC(c2ccccc2)C(Cn2cncn2)C(=O)c2ccccc2)cc1 (stereo not given) | -3.5% | 1.1% | -3.8% | -1.7% | -20.3%
O=C(c1ccc(F)cc1)C1CCN(C(=O)Nc2ccccc2Cl)CC1 | -8.6% | 2.1% | -1.8% | -4.2% | -8.9%
CCCCN(C(=O)CSc1cc(C)c2ccccc2n1)c1c(N)n(Cc2ccccc2)c(=O)[nH]c1=O | -11.7% | 2.7% | -2.2% | 0.3% | -3.2%

Screens from PubChem BioAssay.
